Bioassay records (PubChem)
mHtt clearance: compounds clearing mutant huntingtin protein | HeLa Exon1htt(103Q)mCFP, aggregate imaging; zero = plate's median compound well | inhibition, % at 1.5 µM | 47,000 tested, 0.42% active | AID 853;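 active means inhibition of aggregate fluorescence above about 70%, also judged a hit by eye on the cell image, limit read from the data, passing the limit was not always enough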;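 further: cells exposed to compound for three days before fixation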
mHtt clearance grain fraction: further read-out of mHtt clearance, marked with its call; fraction fluorescence in grains; measured here: aggregate grain fluorescence fraction; hits give low values;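 scaled fraction of total cell fluorescence in grains with unit not stated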
* = called active by the depositor. A portion of the library; the hit share may differ from the screen's.

SMILES	mHtt clearance	mHtt clearance grain fraction
O=C(Nc1ccccc1N1CCOCC1)c1ccc(Br)o1	12	17
CCn1cc(Br)c(C(=O)Nc2cccc(Cl)c2)n1	-74	32
CCOC(=O)/C(C#N)=C1/SC(CCO)C(=O)N1c1ccccc1 (centres undefined)	31	30
CC(=O)N1CCc2cc(S(=O)(=O)NC3CCCc4ccccc43)ccc21 (centres undefined)	-31	49
Cc1ccc(S(=O)(=O)N=Nc2c(O)[nH]c3ccccc23)cc1	54	15
CCCS(=O)(=O)N1CCN(C(=O)COc2ccc(OC)cc2)CC1	33	19
Cn1nc(-c2ccc(N3CCOCC3)c(NC(=O)COc3ccccc3)c2)c2ccccc2c1=O	-2	17
CCN1CCN(CCCNC(=O)Cn2cc3c(n2)CCCC3)CC1	-62	73
O=C(Nc1nc2c(s1)C(=O)CCC2)c1ccccc1	-14	20
COc1ccc(C2CC(=O)NC3=C2C(=O)CCC3)cc1Cl (centres undefined)	-16	24

Sorted by count of non-hydrogen atoms (falling): 3 of the compounds above
SMILES	mHtt clearance	mHtt clearance grain fraction
Cn1nc(-c2ccc(N3CCOCC3)c(NC(=O)COc3ccccc3)c2)c2ccccc2c1=O	-2	17
CCN1CCN(CCCNC(=O)Cn2cc3c(n2)CCCC3)CC1	-62	73
Cc1ccc(S(=O)(=O)N=Nc2c(O)[nH]c3ccccc23)cc1	54	15

Following part:
SMILES	mHtt clearance	mHtt clearance grain fraction
CCCC(=O)Nc1ccc(NC(=O)CCc2ccccc2)cn1	13	16
COCCCNC(=O)c1cc2c(=O)n(C)c3ccccc3c2n1C	20	39
CCOCCn1c(SC)nc2c1c(=O)[nH]c(=O)n2C	-10	20
Cc1cc(Cl)c(S(=O)(=O)N2CCSCC2)cc1OCC(N)=O	-12	22
Cc1ccc(C2N(c3ccc(Cl)c(Cl)c3)C(=O)C3CCCN32)o1 (centres undefined)	21	15
CC1(C)NC(=O)N(CC(O)COc2ccc(-c3ccc(C#N)cc3)cc2)C1=O (centres undefined)	6	34
COc1ccccc1N1CCN(C(=O)C(=O)N/N=C/c2cccc(O)c2)CC1	37	19
CC1CCCN(C(=O)CN2CCN(C(=O)c3ccco3)CC2)C1 (centres undefined)	34	29
CCOC(=O)C1=C(C)Nc2ncnn2C1/C=C/c1ccccc1 (centres undefined)	29	14
COC(=O)c1c(N)c(C#N)c(C)n1-c1ccccc1	-19	53
c1ccc(-c2ccc(-n3ccnc3)cc2)cc1	56	16
O=C1/C(=C\Nc2ccccc2)CCN1c1ncccn1	18	26
Cc1cc(C(=O)CSc2nnc(-c3ccccc3)n2Cc2ccc3c(c2)OCO3)c(C)n1C	12	31
Cc1nnc(NC(=O)c2cccc(Br)c2)s1	40	11
CCOCc1nnc(NC(=O)CCc2ccccc2)s1	31	11
Cc1nc(C)c(C(=O)C2=C(O)C(=O)N(CCCn3ccnc3)C2c2ccc(Cl)cc2)s1 (centres undefined)	6	40
CCc1ccc(CNn2cnnc2SCC(=O)NC(C)(C)C)cc1	25	15
Oc1c(C(c2ccco2)N2CCC3(CC2)OCCO3)sc2ncnn12 (centres undefined)	-54	52
c1ccc(N2CCN(c3ncnc4sc5c(c34)CCC5)CC2)cc1	18	14
Cc1csc(SCCn2c(N3CCN(c4ccccc4)CC3)nc3c2c(=O)[nH]c(=O)n3C)n1	1	20
O=C(c1ccc(Cl)s1)N1CCOCC1	-12	21
[O-]/C(=C(\C(=S)Nc1cccc2ccccc12)[n+]1ccccc1)c1ccc2c(c1)OCCO2	-35	27
CCOC(=O)C1=C(O)C(Nc2nc3ccccc3s2)(C(F)(F)F)N=C1C (centres undefined)	-21	45
COc1ccc(C(=O)Nc2ccc(Cl)cc2C(=O)NCCN2CCOCC2)cc1	-25	54
O=C(CSCc1c(Cl)cccc1Cl)NCc1ccco1	-8	20
COC(=O)c1cccc(S(=O)(=O)N2CCC(C)CC2)c1	71*	5.4*
Cn1c(SCC(=O)NCC2CCCO2)nnc1-c1ccc(S(=O)(=O)N2CCCC2)cc1 (centres undefined)	2	39
Cc1ccc2nc(N3CCN(S(=O)(=O)c4ccc5c(c4)OCCO5)CC3)c(C#N)cc2c1	-41	53
CC1(C)CC(=O)C(C=NCc2cccnc2)=C(O)C1	-40	56
O=c1cc(O)c2c(=O)n(C3CCCCC3)c3ccccc3c2o1	-45	52
CCOC(=O)C1CCN(S(=O)(=O)Cc2ccccc2)CC1	-11	37
CCOC(=O)C(CCCOc1cccc(OC)c1)C(=O)OCC	-9	23
Cc1cc(C(=O)N2CCN(C(=O)C3CCCO3)CC2)no1 (centres undefined)	-13	22
CCC(=O)N1CCCn2c1nc1ccccc12	-23	22
COc1ccc(-c2cc(C(F)(F)F)nc(SCC(=O)NCc3ccco3)n2)cc1OC	-60	27
C=CCSc1nsc(N)n1	0	35
COc1cc(NC(=S)NN2CCOCC2)cc(OC)c1	-50	58
CCC(=O)Nc1ccc(-c2cc(-c3ccccc3)nc(-c3ccc(NC(=O)CC)cc3)n2)cc1	44	23
COC(=O)C(C(=O)OC)c1ccccc1[N+](=O)[O-]	-18	24
CC1(C)CC(=O)c2cnc(NC(=O)c3ccco3)nc2C1	-20	25

Following part
SMILES	mHtt clearance	mHtt clearance grain fraction
CCCCC(=O)Nc1cccc(-c2nc3ncccc3o2)c1	-48	56
Cc1ccc(CS(=O)(=O)CCC(=O)NCC2CCCO2)cc1 (centres undefined)	6	18
CN(C)C(=O)c1ccc(COc2ccccc2Br)o1	-45	28
CCOC(=O)CNC(=O)CSc1nc(C)cc(C)c1C#N	-10	20
Cc1ccc(-c2nc3ncccc3o2)cc1NC(=O)c1sc2ccccc2c1Cl	39	25
CCn1c(SCC(=O)c2ccc(OC)cc2)nnc1C1CC1	39	24
COc1ccc(NC(=O)CCNC(=O)Cn2ccc3ccccc3c2=O)c(OC)c1	-22	54
O=S(=O)(NCC1CCCO1)c1ccc(S(=O)(=O)N(Cc2ccccc2F)C2CCCCC2)cc1 (centres undefined)	-7	21
O=C(CSc1ncn[nH]1)NCCc1ccccc1	-30	30
CCCCc1ccc(S(=O)(=O)Nc2cc(C)on2)cc1	40	11
O=C1c2ccccc2S(=O)(=O)N1Cc1cc(=O)n2ccsc2n1	-35	45
Cc1cccc(NS(=O)(=O)c2ccc3c(c2)OCCO3)c1	-18	38
Cc1cccc2c(=O)c(C(=O)NCc3cccs3)c[nH]c12	-10	22
O=C(Nc1c(Cl)cccc1Cl)c1cc(=O)n(Cc2ccccc2)c(=O)[nH]1	-32	51
COc1ccc(N(CC(=O)N2CCc3ccccc3C2)S(=O)(=O)c2c(C)[nH]c(=O)[nH]c2=O)cc1	6	44
COc1nc(OC)nc(N2CCC(C(=O)Nc3cccc4ccccc34)CC2)n1	20	29
COC(=O)c1ccccc1N1C(=O)[C@@H]2C(c3ccc(F)cc3)=NO[C@@H]2C1=O	49	19
CCOC(=O)C1=NN(c2ccccc2)C2=NC(C)=C(C(=O)OC)C(c3cccs3)N12 (centres undefined)	34	12
Cc1sc2nc3c4ccccc4c(NCc4ccco4)nn3c(=O)c2c1C	52	14
CCCCOC(=O)C1C2C=CC3(CN(CCc4ccccc4)C(=O)C13)O2 (centres undefined)	49	16
CSCc1cc(N2CCOCC2)nc(SCc2ccc(Cl)cc2Cl)n1	-11	35
O=C1c2ccccc2C(=O)N1CCc1csc(-c2ccccc2)n1	-64	63
Cc1occc1C(=O)Nc1cc(C(C)(C)C)on1	-2	20
COc1nc(-c2ccccc2)cc(C(F)(F)F)n1	-2	21

3 entries already listed, arranged by their value in mHtt clearance grain fraction, ascending.
Structure,mHtt clearance,mHtt clearance grain fraction
CCOCCn1c(SC)nc2c1c(=O)[nH]c(=O)n2C,-10,20
Cc1cccc2c(=O)c(C(=O)NCc3cccs3)c[nH]c12,-10,22
Cc1nc(C)c(C(=O)C2=C(O)C(=O)N(CCCn3ccnc3)C2c2ccc(Cl)cc2)s1 (centres undefined),6,40

Next section.
SMILES	mHtt clearance	mHtt clearance grain fraction
Cn1c(-c2ccc3c(c2)OCO3)cnc1NCc1ccc(Cl)cc1	-27	37
CC(C)c1cc(C(F)(F)F)n2nc(C(=O)Nc3ccc4c(c3)OCO4)cc2n1	-43	29
COc1ccc(CCNc2cc(=O)[nH]c(N)n2)cc1	51	9
CC1(C)N=C(c2cccs2)C(C)(C)N1O	-6	42
Cn1nnnc1SCCNCc1cccnc1	-42	41
CN(c1cccc(NS(=O)(=O)c2cccs2)c1)S(C)(=O)=O	35	12
COc1cc(C2NC(=O)NC(C)=C2C(=O)OCc2ccc(C)cc2)cc(OC)c1O (centres undefined)	30	28
COc1c(C(C)C)cc(NC(C)=O)cc1C(C)C	-31	36
Cc1ccc2c(c1)N(CC(=O)N(Cc1ccc3c(c1)OCO3)CC1CCCO1)C(=O)C(C)O2 (centres undefined)	-42	47
COc1cc(NC(=O)CCCSc2nc(-c3ccco3)cc(C(F)(F)F)n2)cc(OC)c1OC	-38	25
CN1CCC(NC(=O)c2cccs2)CC1	56	15
Cc1c(C(=O)Nc2ccc3c(c2)OCO3)sc2ncn(CC(=O)N3CC(C)CC(C)C3)c(=O)c12 (centres undefined)	-62	50
Cc1ccc(C(=O)O)cc1S(=O)(=O)NCC1CCCO1 (centres undefined)	-12	50
COC(=O)[C@H](CCSC)NC(=O)Nc1ccc(OC)cc1	28	26
CC(=O)c1ccc(NC(=O)CSc2nc3nc(C)cc(C)n3n2)cc1	-12	36
COc1cccc(-c2cc(C(=O)NC3CCCC3)no2)c1	-60	61
c1ccc2c(c1)oc1c(Nc3ccc(CN4CCOCC4)cc3)ncnc12	-38	29
COC(=O)[C@H](C)NC(=O)NCc1ccco1	-8	37
COc1ccc(OC)c(NC2=NC3(CCCC3)N=C(N)N2)c1	-4	21
C=C(C)CSc1nnc2n(Cc3ccccc3)c(=O)c3c4c(sc3n12)CCC4	24	30
CCC(C)(C)NC(=O)C(OC(=O)c1cc2sccc2n1C)c1ccc(OC)cc1 (centres undefined)	13	33
CCC(C)N1CCN(C(=O)c2cccs2)CC1 (centres undefined)	7	17
CCCN(CCC)CCNc1c(NC2CCN(C(=O)OCC)CC2)c(=O)c1=O	1	41
Cc1nnsc1C(=O)NC(C)C12CC3CC(CC(C3)C1)C2 (centres undefined)	28	24
CC1(C)CC(O)C(CCC(O)c2ccccc2)C(C)(C)N1 (centres undefined)	-26	55
N#Cc1cccc(NC(=O)CC2CCCCC2)c1	-4	23
CCOC(=O)C1CCN(c2ncnc3c2oc2ccc(Cl)cc23)CC1	-29	46
CCOC(=O)C1=C(CNCCc2ccc(Cl)cc2)NC(=O)NC1c1ccc2c(c1)OCO2 (centres undefined)	-22	46
CCOc1ccccc1NC(=O)NC1(C(=O)N2CCOCC2)CCCCC1	23	25
CCCCc1nc(NCCNC(=O)c2ccccc2)c(C#N)c2c1CSC(C)(C)C2	-15	32
COc1cc2c(cc1OC)C(C(=O)N1CCN(c3ccccn3)CC1)C(c1cccs1)N(C)C2=O (centres undefined)	-29	49
Cc1cc(C)c2c3c(cn2n1)c(=O)n(C)c(=O)n3C	-68	34
Cc1ccc2c(c1)nc(NCCO)n2C	17	32
CCn1cnc2c1c(=O)n(CC(=O)Nc1cc(C)on1)c(=O)n2Cc1ccccc1	-72	36
CC(=O)c1cn(CC(=O)Nc2c(C)cccc2C)c2ccccc12	-38	53
Cn1c(C2CC(=O)N(Cc3ccccc3)C2)nc2ccccc21 (centres undefined)	4	45

Random excerpt: 4 records from the list
SMILES	mHtt clearance	mHtt clearance grain fraction
c1ccc2c(c1)oc1c(Nc3ccc(CN4CCOCC4)cc3)ncnc12	-38	29
Cc1ccc(S(=O)(=O)N=Nc2c(O)[nH]c3ccccc23)cc1	54	15
CCn1cnc2c1c(=O)n(CC(=O)Nc1cc(C)on1)c(=O)n2Cc1ccccc1	-72	36
CCCCC(=O)Nc1cccc(-c2nc3ncccc3o2)c1	-48	56

The list continues.
SMILES	mHtt clearance	mHtt clearance grain fraction
CCCn1c(=O)c(C(=O)NCc2ccc(OC)c(OC)c2)c(O)c2ccccc21	-2	38
COc1ccc(C2C(C(C)=O)=C(O)C(=O)N2C)c(OC)c1 (centres undefined)	-64	73
CCOC(=O)C1CCCN(Cc2nc(N)nc(Nc3ccc(C)cc3)n2)C1 (centres undefined)	34	11
O=C(Nc1ccc(N2CCOCC2)cc1)c1ccc2nc(-c3ccco3)c(-c3ccco3)nc2c1	-10	41
COc1ccc(C2C(C(=O)N3CCOCC3)c3ccccc3C(=O)N2c2ccc(OC)cc2)cc1 (centres undefined)	-45	51
O=C(NC1(C(F)(F)F)C(=O)Nc2c1c(=O)[nH]c(=O)n2Cc1ccco1)C1CC1 (centres undefined)	-45	31
COC(=O)COc1ccc(S(=O)(=O)NCc2cccnc2)cc1C	-75	65
C/C(CC(=O)Nc1cc(Cl)ccc1Cl)=N\NC(=O)c1ccco1	16	28
Cc1nnc(N(C(=O)c2cnccn2)c2ccccc2)s1	-16	26
O=S1(=O)c2cccc3cccc(c23)N1Cc1nnc(-c2ccccc2Br)o1	2	34
CCSc1ncc(/C=N/Nc2ccc([N+](=O)[O-])cc2)n1C	-93	41
COc1ccc(C(=S)N2CCN(C)CC2)cc1	-13	22
CCOc1ccc(NC(=O)CCC(=O)n2nc(C)cc2C)cc1	79*	4*
CCOc1cc(C2NC(=O)NC(O)(C(F)(F)F)C2C(=O)c2ccccc2)ccc1OC (centres undefined)	5	18
C=CCc1ccc(OCC(O)CN2CCCCC2C)c(OC)c1 (centres undefined)	22	16
CC(C)C1Cc2c(C#N)c(N)sc(=S)c2CO1 (centres undefined)	6	22
CC(=O)c1cnc2cc(-c3ccccc3)nn2c1C	-44	26
O=C(Nc1cnn(Cc2ccc(Cl)cc2)c1)c1cnccn1	37	12
CCOC(=O)c1c(C)oc2cc(Br)c(OCC(N)=O)cc12	16	16
COC(=O)NCc1cccc(CNC(=O)OC)c1	-38	54
